High-throughput results as filed in PubChem.
MrgX1 allo act: allosterically activates human MrgX1 receptor signaling. Q96LB2. MrgX1-HEK293, Fluo-4 calcium flux, FDSS; hits give high values. B-score at 10 µM. actives 0.63% (n = 310,000). AID 588675;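 active means plate-corrected calcium response at least 3 library SD above typical, normal starting fluorescence, not activating the receptor alone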;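 further: compound read alongside a low EC10 to EC30 dose of BAM8-22 agonist; peak minus trough fluorescence over baseline measured at the second addition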
TRPC6 activator: activators of mouse TRPC6 channel | Q61143 | HEK293-TRPC6 membrane potential dye fluorescence; hits give high values | B-score at 10 µM | actives 0.13% (n = 310,000) | AID 2550;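 active means B-score of the integrated fluorescence ratio above library mean plus 3 SD, and starting fluorescence ratio within library mean plus 5 SD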;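 further: higher score means more depolarization so channel activation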
RGS4 inh: inhibitors of human RGS4. HEK293 M3R/RGS4 inducible, Fluo-4 calcium flux; hits give high values; triggered by carbachol at its EC20. B-score at 10 µM. actives 0.45% (n = 310,000). AID 463165;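 active means B-score, a plate-corrected calcium signal, over three deviations above library mean, with baseline fluorescence within five deviations of library mean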;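 further: RGS4 expression induced by doxycycline in cells with stable M3 receptor; B-score is computed from the integrated fluorescence ratio over baseline after carbachol; higher B-score means a larger calcium signal and so more RGS4 inhibition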
HIF act: HIF pathway transcriptional activation; U2OS HRE-luciferase reporter, luminescence; normalized: DMSO 0%, desferrioxamine 100%; activation, % at 7.5 µM (by protocol); actives 0.32% (n = 300,000); AID 1910;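 active means mean activation of at least 10% of the iron chelator positive control signal, with at least half of replicates also reaching 10%; inconclusive means mean and replicate majority disagree about reaching 10%; inactive means mean and most replicates under 10%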
MrgX1 antag: human MrgX1 receptor antagonism, primary screen; Q96LB2; MRGX1-HEK293 calcium flux, Fluo-4, BAM8-22 antagonism; hits give low values; B-score at 10 µM; actives 1.3% (n = 310,000);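 active means calcium-response B-score plate-corrected more than 3 library SD below zero, starting fluorescence within 5 deviations, no agonist response on first addition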;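 further: peak minus trough fluorescence over baseline after final BAM8-22 challenge near maximal dose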
RGS4 act: RGS4 potentiation or activation. HEK293 M3R/inducible RGS4, carbachol calcium flux Fluo4; hits give low values. B-score at 10 µM. actives 0.92% (n = 310,000). AID 463111;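 active means B-score of the integrated calcium signal more than 4 SD below the library mean, with starting fluorescence not abnormally high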;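 further: negative B-score means reduced calcium response which marks RGS4 activation or potentiation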
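test system = HEK293 cells with stable M3R and inducible RGS4 | schedule = recording 10 s baseline at 1 Hz, 100 s post-agonist | technique = Fluo4-AM (2 µM) calcium-flux fluorescence, kinetic read | measure = Agonist-evoked peak-minus-minimum fluorescence over baseline, integrated ratio, B score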
Platelet DG rel: platelet dense granule release activity. actives 0.22% (n = 300,000). human platelet-rich plasma, SFLLRN dense granule ATP release, luminescence. inhibition, %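 (compounds screened at 7.5 µM in platelet-rich plasma)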;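 active means mean replicate score, as percent of positive control, at or above 50; inconclusive means mean below 50 but at least one replicate at or above 50; inactive means mean and every replicate below 50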
SKKanGAS inh: blocks kanamycin growth of S. pyogenes SKKanGAS strain; BacTiter-Glo, 6 h; inhibition, % at 7.5 µM; actives 1.3% (n = 300,000); AID 1662;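 active means mean replicate score, as percent of positive control median, at least 50; inconclusive means mean below 50 but one replicate at or above 50; inactive means mean and every replicate below 50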;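 further: strain carries kanamycin resistance gene driven by streptokinase promoter and grows in 40 µg/ml kanamycin; loss of luminescence reflects streptokinase promoter inhibition or plain growth inhibition; 0% = median of DMSO wells and 100% = positive control at its reference dose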
TRPC6 inhibitor: blocks the mouse TRPC6 cation channel. B-score at 10 µM. actives 1.1% (n = 310,000). HEK293-TRPC6, membrane potential dye, ACh-evoked depolarization; hits give low values. Q61143;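 active means B-score under library mean minus 3 SD, initial fluorescence not abnormally high, positive integrated signal ratio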;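 further: B-score derived from integrated fluorescence ratio over the kinetic read; more negative B-score means stronger inhibition of depolarization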
TRPC4 block: inhibitors of mouse TRPC4 channel; B-score at 10 µM; HEK293 TRPC4beta/mu-opioid, DAMGO-evoked Fluo4 calcium flux; hits give low values; Q9QUQ5; actives 0.39% (n = 300,000);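 active means B-score over 3 SD under the library average, no early fluorescence shift, positive overall ratio signal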
Target sequence (Q9QUQ5 whole entry, looked up): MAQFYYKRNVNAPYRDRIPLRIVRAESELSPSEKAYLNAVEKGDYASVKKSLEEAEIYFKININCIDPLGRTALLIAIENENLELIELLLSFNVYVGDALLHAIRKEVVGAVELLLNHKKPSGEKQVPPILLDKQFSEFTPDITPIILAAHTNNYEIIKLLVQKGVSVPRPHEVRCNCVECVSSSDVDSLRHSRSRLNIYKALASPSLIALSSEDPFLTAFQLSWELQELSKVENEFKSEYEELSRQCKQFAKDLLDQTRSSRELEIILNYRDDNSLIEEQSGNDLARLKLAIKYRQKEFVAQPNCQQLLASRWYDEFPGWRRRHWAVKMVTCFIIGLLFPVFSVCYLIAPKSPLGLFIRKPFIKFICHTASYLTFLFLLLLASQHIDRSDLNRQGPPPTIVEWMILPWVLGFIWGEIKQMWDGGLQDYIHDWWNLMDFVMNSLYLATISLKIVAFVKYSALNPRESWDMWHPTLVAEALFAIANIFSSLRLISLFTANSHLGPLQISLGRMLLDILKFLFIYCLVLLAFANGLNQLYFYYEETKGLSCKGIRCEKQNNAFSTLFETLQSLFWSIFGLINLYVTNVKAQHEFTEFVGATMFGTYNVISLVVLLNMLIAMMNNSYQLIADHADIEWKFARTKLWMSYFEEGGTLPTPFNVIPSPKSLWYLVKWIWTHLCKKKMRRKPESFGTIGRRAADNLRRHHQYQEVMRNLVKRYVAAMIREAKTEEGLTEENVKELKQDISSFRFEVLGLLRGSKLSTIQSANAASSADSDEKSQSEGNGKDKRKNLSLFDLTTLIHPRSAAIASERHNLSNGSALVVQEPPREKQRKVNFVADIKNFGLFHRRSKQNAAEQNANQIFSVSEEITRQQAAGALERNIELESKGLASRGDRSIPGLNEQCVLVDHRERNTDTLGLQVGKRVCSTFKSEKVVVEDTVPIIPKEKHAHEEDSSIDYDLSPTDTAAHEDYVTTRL
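Assay system: Stable TRPC4beta/mu-opioid receptor HEK293 cells | Reagent: DAMGO in two steps, submaximal then maximal | Compound dosing: Single concentration per test compound | Signal: Fluo4 Ca2+ flux fluorescence | Evaluation: Per-well B score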
MrgX1 ag: agonists of human MrgX1 receptor. Q96LB2. MrgX1-HEK293 cells, Fluo-4 calcium fluorescence, agonist mode; hits give high values. B-score at 10 µM. actives 0.44% (n = 310,000). AID 588627;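 active means calcium response B-score plate-corrected fluorescence ratio at least 3 library SD, with starting fluorescence B-score inside 5 SD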
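Material: MrgX1-expressing HEK293 cells / Dosing: compound as first of three additions / Incubation: overnight seeding, then 1 h dark dye loading / Signal: Fluo-4 NW calcium fluorescence / Evaluation: B-scored fluorescence response ratio / Benchmarks: positive and negative control wells on each plate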
Numbers without * were called inactive; i = inactive; ? = inconclusive; . = no result given.

Values run as follows: MrgX1 allo act, TRPC6 activator, RGS4 inh, HIF act, MrgX1 antag, RGS4 act, Platelet DG rel, SKKanGAS inh, TRPC6 inhibitor, TRPC4 block, MrgX1 ag
- CCn1c(SCC(=O)OC)nc2cc(S(=O)(=O)N3CCOCC3)ccc21
 : i, i, i, 0.1, i, i, -21, -4, i, i, i
- O=C(CN1CCN(Cc2ccccc2)CC1)Nc1nnc(C(F)(F)F)s1
 : i, i, i, -8.2, i, i, -2, 0, i, i, i
- CCOc1ccc(S(=O)(=O)N(CC)CC(=O)N2CCOCC2)cc1C
 : i, i, i, 0.2, i, i, 13, -2, i, i, i
- CCOc1ccc(-c2nc(S(=O)(=O)c3ccccc3)c(NC)o2)cc1
 : i, i, i, 0.0, i, i, 15, 5, i, i, i
- CS(=O)(=O)c1nc2c(cc1C#N)CCCC2
 : i, i, i, -0.3, i, i, -2, -2, i, i, i
- COc1ccc2cc(C(=O)N3CCN(c4ccccc4OC)CC3)[nH]c2c1
 : i, i, i, 1.1, i, i, -6, 2, i, i, i
- CC(C)(O)C(=O)NN(Cc1ccccc1)c1ccccc1
 : i, i, i, 0.0, i, i, -8, -14, i, i, i
- COCCn1nnnc1CN(CCCN1CCOCC1)Cc1cc2c(C)ccc(C)c2[nH]c1=O
 : ., i, i, -0.1, ., i, 23, 3, i, i, .
- Cn1c(=O)c2c(-c3ccccc3F)c3c(nc2n(C)c1=O)-c1ccccc1C3O (configuration not stated)
 : i, i, i, 0.3, i, i, -84, 11, i, i, i
- CCc1cc(=O)oc2cc(OCC(=O)NCCCN3CCOCC3)c(Cl)cc12
 : i, i, i, -0.2, i, i, 9, -7, i, i, i
- COC(=O)c1c(NC(=O)CSc2nnnn2C)sc(C)c1C
 : i, i, i, -0.2, i, i, 2, -15, i, i, i
- CCOC(=O)N1CCN(Cc2nc3cc(NC(=O)C(C)C)ccc3n2C)CC1
 : i, i, i, 1.8, i, i, 4, 8, i, i, i
- Cn1c(-c2sc3cc(C(F)(F)F)cnc3c2-c2ccccc2)n[nH]c1=S
 : 9.5*, i, i, -0.4, i, i, -14, 1, i, i, i
- Cc1noc(NS(=O)(=O)c2ccc(NC(=O)c3ccoc3C)cc2)c1C
 : i, i, i, -0.5, i, i, 0, -2, i, i, i
- COc1ccc(-c2nc(CS(=O)CC(=O)N3CCc4ccccc4C3)c(C)o2)cc1 (configuration not stated)
 : i, i, i, 0.6, i, i, 0, -13, i, i, i
- CCc1c(C(=O)NC2CCCCC2)[nH]c(C)c1C(C)=O
 : i, i, i, 0.0, i, i, -2, -2, i, i, i
- Cn1c(O)c(N=NC(=O)CNC(=O)/C=C/c2ccccc2)c2ccccc21
 : i, i, i, 0.0, i, i, -6, -1, i, i, i
- COc1cccc(CN(C(=O)c2cc3ccccc3oc2=O)C2CCS(=O)(=O)C2)c1 (configuration not stated)
 : i, i, i, 2.2, i, i, 2, -1, i, i, i
- Cn1nnnc1SCC(=O)Nc1ccc(S(=O)(=O)N2CCOCC2)cc1
 : i, i, i, -0.1, i, i, -1, -4, i, i, i
- Nc1ccc(Br)c[n+]1Cc1cccc2cccnc12
 : i, i, i, 0.0, i, i, -3, -12, i, i, i
- Cc1ccc(-n2nnnc2/C=C\Nc2cc(C)on2)cc1
 : i, i, i, -0.2, i, i, 2, 3, i, i, i
- O=C(COC(=O)c1ccc(CO)cc1)NCc1cccs1
 : i, i, i, 0.4, i, i, 4, -3, i, i, i
- COc1cccc(CN2CCC(Oc3ccc(C(=O)NCc4ccccn4)cc3)CC2)c1O
 : ., i, i, -1.6, ., i, 7, 11, i, i, .
- Nc1nn2c(-c3ccccc3)cc(=O)[nH]c2c1N=Nc1ccc(O)cc1
 : i, i, i, -0.2, i, i, 2, 20, i, i, i
- Cc1nc(-c2ccccc2)nc2[nH]c(=O)n(-c3ccccc3)c(=O)c12
 : i, i, i, 2.0, i, i, 0, -1, i, i, i
- CCN(CC(=O)NC(C)C)C(=O)[C@@H](NC(=O)c1ccco1)C(C)C
 : i, i, i, -0.4, i, i, -7, 14, i, i, i
- NNC(=O)CCc1nc2ccccc2[nH]1
 : i, i, i, 0.2, i, i, 8, -6, i, i, i
- CC1(C)c2[nH]c3ccccc3c2C[C@H]2C(=O)N(Cc3ccccc3F)C(=O)N21
 : i, i, i, -0.3, i, i, -4, 1, i, i, i
- CCCS(=O)(=O)c1nc(S(=O)(=O)c2ccc(C)cc2)c(NCCCN2CCOCC2)s1
 : i, i, i, 0.1, i, i, 2, 1, i, i, i
- Cc1ccc(-c2cc(-c3nnc(SCC(=O)N(C)CCC#N)n3N)c3ccccc3n2)cc1
 : i, i, i, -0.5, i, i, 5, -2, i, i, i
- NS(=O)(=O)c1ccc(NCc2cc(Cl)ccc2OCc2ccccc2F)cc1
 : i, i, i, -0.3, i, i, -4, ?, i, i, i
- CCCCCN(C(=O)NC(=O)Nc1ccccc1C)S(=O)(=O)c1ccccc1
 : i, i, i, 0.1, i, i, -1, 23, i, i, i
- CC(C)OC(=O)CN1CCN(c2ccc(Cl)cc2)CC1
 : i, i, i, 0.1, i, i, 4, 4, i, i, i
- O=C(N=C1c2ccccc2CN1c1ccc(F)c(Cl)c1)c1cccnc1Cl
 : i, i, i, 2.9, i, i, 18, 4, i, i, i
- Cn1c(=O)[nH]c(=O)c2c1nc(N1CCCCCC1)n2CCSc1nc2ccccc2[nH]1
 : i, i, i, 0.2, i, i, 1, 4, i, i, i
- CS(=O)(=O)N(CC(=O)N1CCOCC1)c1ccc(Cl)cc1
 : i, i, i, -5.7, i, i, 3, 2, i, i, i
- COCCN(CC(=O)NC1CCCCC1)C(=O)CCCC(=O)Nc1ccccn1
 : i, i, i, 0.3, i, i, -2, -1, i, i, i
- COC(=O)CSC1=C(C#N)C(c2cccc(OC)c2)CC(=O)N1 (configuration not stated)
 : i, i, i, 0.2, i, i, 5, 6, i, i, i
- Cc1ccc(NC(=S)N/N=C/c2c(Cl)cccc2Cl)c(C)c1
 : i, i, i, -42, i, i, -5, 20, i, i, i
- CCOC(=O)C(=CNc1cc(OC)ccc1-n1cccc1)C(=O)OCC
 : i, i, i, 1.5, i, i, 4, -15, i, i, i
- O=C(Cc1ccccc1)c1c[nH]c(C(=O)NC2CCCC2)c1
 : i, i, i, 0.1, i, i, 0, -9, i, i, i
- O=C(NCC(=O)N1CCCCC1)c1ccc2ccccc2c1
 : i, i, i, 1.1, i, i, -7, -3, i, i, i
- COC(=O)c1sc(S(=O)(=O)N2CCC(C(N)=O)CC2)c(C(=O)OC)c1C
 : i, i, i, -2.2, i, i, ., -2, i, i, i
- CN(CC(=O)Nc1c(F)cccc1F)Cc1cccs1
 : i, i, i, 2.2, i, i, 2, -1, i, i, i
- O=C(COC(=O)C1CC1)NCc1ccccc1Cl
 : i, i, i, -2.0, i, i, -2, 3, i, i, i
- O=c1cc(O)c2c(=O)n(C3CCCCC3)c3ccccc3c2o1
 : i, i, i, -0.1, i, i, -3, 27, i, i, i
- CCC1(c2ccccc2)NC(=O)N(CC(=O)Nc2ccc(N3CCCC3)cc2C)C1=O (configuration not stated)
 : i, i, i, 0.1, i, i, -3, -6, i, i, i
- O=C(O)C(Cc1ccccc1)NC(=O)C(Cc1ccccc1)NC(=O)C12CC3CC(CC(C3)C1)C2 (configuration not stated)
 : i, i, i, -0.2, i, i, -6, -2, i, i, i
- CCC(C)/C(C)=N/NC(=O)c1cn(-c2ccccc2)nc1-c1ccccc1 (configuration not stated)
 : i, i, i, 0.9, i, i, -13, 13, i, i, i
- Cc1ccccc1NC(=O)COC(=O)CN1C(=O)NC(C)(C)C1=O
 : i, i, i, -0.6, i, i, -8, -4, i, i, i
- CCn1c(=S)[nH]c2cc(S(=O)(=O)N3CCCCC3)ccc21
 : i, i, i, ., i, i, 23, 2, i, i, i
- Cc1ccc(CNC(=O)N[C@@H](Cc2ccccc2)C(=O)O)cc1
 : i, i, i, ., -7.2*, i, -3, -7, i, i, i
- COc1ccc(S(=O)(=O)N/N=C(/C)c2ccco2)cc1
 : i, i, i, -0.1, i, i, 23, -13, i, i, i
- O=S(=O)(c1ccc(-c2csc(-c3cccnc3)n2)cc1)N1CCCC1
 : i, i, i, 0.1, i, i, -3, 11, i, i, i
- CCc1nnc(NC(=O)CSc2nnc(C)c(=O)n2N)s1
 : i, i, i, -0.1, i, i, -3, 4, i, i, i
- CCOC(=O)N1CCN(c2c(NCCCN3CCCC(C)C3)c(=O)c2=O)CC1 (configuration not stated)
 : i, i, i, 0.1, i, i, 3, 0, i, i, i
- Cc1ccc(C(=O)NCc2ccccc2)c(F)c1F
 : i, i, i, 1.8, i, i, -1, 3, i, ., i
- Cc1ccc(Nc2nc(-c3sc(NC(=O)c4ccc([N+](=O)[O-])cc4)nc3C)cs2)cc1
 : i, i, i, -1.6, i, i, 7, 20, i, i, i
- CCN(CC)c1ccc(S(=O)(=O)N2CCOCC2)cc1NC(=O)c1cc(=O)c2ccccc2o1
 : i, i, i, -1.5, i, i, 7, 31, i, i, i
- CCCCCCSC1=C(C#N)C(c2ccc(O)cc2)CC(=O)N1 (configuration not stated)
 : i, i, i, 0.1, i, i, 1, 14, i, i, i

Remaining list, next part.
Values run as follows: MrgX1 allo act, TRPC6 activator, RGS4 inh, HIF act, MrgX1 antag, RGS4 act, Platelet DG rel, SKKanGAS inh, TRPC6 inhibitor, TRPC4 block, MrgX1 ag
- COc1ccc(OC)c(CNC(=O)CCC(=O)N2Cc3cccc(OC)c3Oc3ncccc32)c1
 : i, i, i, -0.7, i, i, 0, 5, i, i, i
- CCN(CC)S(=O)(=O)c1ccc2c(c1)N(CC(=O)N1CCCC1)C(=O)CO2
 : i, i, i, -0.9, i, i, 5, -4, i, i, i
- CC[n+]1c(/C=C/Nc2ccccc2)sc2ccccc21
 : i, i, i, 4.3, i, i, ., 4, -8.5*, i, i
- O=C(O)[C@H]1CCCN1C(=O)c1ccccc1N1C(=O)[C@@H]2Cc3c([nH]c4ccccc34)C(c3cccc(Cl)c3)N2C1=O (some centres not stated)
 : i, i, i, 0.3, i, i, 1, 14, i, i, i
